From PubChem BioAssay
ERG-DNA inh – qHTS for Small Molecule Inhibitors of the ERG Ets/DNA interaction; Transcriptional regulator ERG (Homo sapiens), P11308; fluorescence polarization, His-ERG Ets domain / labelled DNA; Potency, µM (highest dose often 76.9 µM), inactives show top-dose FP activity, negative = inhibition, hits mostly inhibitors; 370,000 compounds, 0.028% hits; AID 624246, 2012; active means well fitted inhibition curve with a large enough effect in the polarisation, with a control signal flat; inconclusive means small, poorly fitted or top-dose-only effect, or effect the other way, or a change in a side signal; inactive means no such curve, though single readings can be large or run the other way; the % refers to the polarisation;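 further: polarization taken with two DNA probes labelled with fluorescein and Texas red; potency means the concentration at half of the fitted maximal effect; % of control where 0% means no effect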
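His-tagged ERG Ets domain (1 uM in the protein solution; 300mM KCl, 50mM Tris-HCl, 1mM EDTA, 1mM DTT, pH 7.5) received compound, then a probe mix of 5 nM fluorescein-DNA and 100nM Texas-615-DNA. Fluorescence polarization was read for both dyes.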
D2 agonist – HTS Assay for Allosteric Agonists of the Human D2 Dopamine Receptor: Primary Screen for Agonists; D(2) dopamine receptor (Homo sapiens), P14416; HEK293 T-REx D2 cells, calcium flux agonist mode; activation, % at 2 µM; 340,000 compounds, 0.53% hits;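 active means activation over 3 SD above normal in the single-dose calcium agonist read, cut at about 30% in these data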; further: 0% is about no effect
Target sequence (P14416 whole entry, looked up): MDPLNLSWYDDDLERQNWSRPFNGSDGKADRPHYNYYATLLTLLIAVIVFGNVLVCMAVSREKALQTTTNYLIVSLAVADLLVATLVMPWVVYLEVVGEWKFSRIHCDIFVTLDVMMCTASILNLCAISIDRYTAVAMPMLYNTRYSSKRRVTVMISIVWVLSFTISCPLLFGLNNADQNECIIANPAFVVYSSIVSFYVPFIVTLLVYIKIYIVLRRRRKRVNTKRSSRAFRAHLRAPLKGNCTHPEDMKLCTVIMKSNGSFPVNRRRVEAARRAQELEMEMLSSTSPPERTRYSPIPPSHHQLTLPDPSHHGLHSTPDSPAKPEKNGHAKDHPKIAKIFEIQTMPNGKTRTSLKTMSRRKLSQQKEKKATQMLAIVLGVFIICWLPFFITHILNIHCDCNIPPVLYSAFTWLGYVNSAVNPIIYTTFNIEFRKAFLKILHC
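In this primary screen, compounds producing a positive calcium signal within 180 s of addition to tetracycline-induced, force-coupled HEK293 Trex D2 cells are flagged; cells are dye-loaded with a no-wash calcium kit beforehand.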
D2 antagonist – HTS Assay for Allosteric Antagonists of the Human D2 Dopamine Receptor: Primary Screen for Antagonists; HEK293 TREx D2 cells, calcium flux, dopamine EC80; inhibition, % at 10 µM; 340,000 compounds, 2% hits; AID 485344, 2010; D(2) dopamine receptor (Homo sapiens), P14416; in the data active means inhibition above about 30%; further: 0% is about no effect
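Tetracycline-induced HEK293 T-REx cells expressing D2 force-coupled to calcium signalling were dye-loaded, exposed to compound for 180 s, then challenged with an EC80 of dopamine; calcium flux was followed kinetically for a further 180 s.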
12-LOX inh – Primary qHTS assay for inhibitors of human arachidonate 12S-lipoxygenase (ALOX12): Round 2 | Potency, µM (titrated, usually from 108 µM), for inactives: at the top dose activity change, negative = inhibition, most hits filed as inhibitors | AID 1671190, 2021 | 580,000 compounds, 1.1% hits | purified 12hLO, xylenol orange hydroperoxide absorbance; further: potency means the concentration at half of the fitted maximal effect; on the % scale 0 is the no-effect control and ±100 the full control effect
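Purified human 12hLO at 150 nM in 25 mM Hepes, 0.01% Triton X-100, pH 7.0, preincubated 15 min at room temperature with compound. Reaction started with 40 uM arachidonic acid, 30 min at room temperature. Hydroperoxide measured by Fe-xylenol orange, 573/405 nm absorbance ratio.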
RGS4 inh – Inhibitors of Regulator of G Protein Signaling (RGS) 4: qHTS; Potency, µM (doses to about 114 µM), for inactives: at the top dose activity change, negative = inhibition, most hits filed as inhibitors; Transcreener GDP fluorescence polarization, RGS4-accelerated GTP hydrolysis; 390,000 compounds, 0.039% hits; further: potency means the concentration at half of the fitted maximal effect; on the % scale 0 is the no-effect control and ±100 the full control effect; nearly all actives have a fitted effect of over 75% in size; some results filed as inactive show a strong effect at the top dose
Target sequence (P49798 whole entry, looked up): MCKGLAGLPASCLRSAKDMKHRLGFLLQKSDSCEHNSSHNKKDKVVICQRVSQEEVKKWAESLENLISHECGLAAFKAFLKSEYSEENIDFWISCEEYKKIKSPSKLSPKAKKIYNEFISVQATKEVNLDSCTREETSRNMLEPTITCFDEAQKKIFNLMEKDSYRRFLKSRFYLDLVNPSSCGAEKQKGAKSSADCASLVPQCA
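MLSMR compounds (23 nl, pin-transferred) preincubated 10 min at room temperature with a 500nM (2x) first reagent, then RGS4 at 900nM (2x) plus Transcreener GDP mix added; fluorescence polarization (620/688 nm) read before and after 90 min at 30 °C.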
GRP78 ERSR act – qHTS for Inducers of the Endoplasmic Reticulum Stress Response (ERSR) in Human Glioma: qHTS; AID 602332, 2012; U87-MG GRP78 promoter luciferase reporter, 16 h; 420,000 compounds, 0.02% hits; Potency, µM, for inactives: at the highest dose activation, actives largely listed as activators; further: potency means the concentration at half of the fitted maximal effect; series mostly up to about 76 µM; % of control where 0% means no effect; nearly all actives have a fitted effect of over 35% in size
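ERSR induction read as luciferase luminescence (Bright-Glo, 10 min at room temperature) in stably transfected human U87-MG glioma cells exposed to compounds for 16 h, using GRP78 as sensor.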
LDHA inh – qHTS assay for inhibitors of human lactate dehydrogenase. L-lactate dehydrogenase A chain (Homo sapiens), P00338. activity change, % (values are at about 110 or 230 µM). AID 1347041, 2019. 480,000 compounds, 0.15% hits. purified LDHA, NADH/diaphorase-resazurin fluorescence; active compounds read low; in the data active means activity change below about -30%; inconclusive means mostly about -25% to -30%;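 further: plate controls were DMSO wells for no effect and wells without enzyme for full effect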
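LDH5 2 nM; NADH 0.06 mM, pyruvate 0.2 mM; 200 mM Tris pH 7.4, EDTA, Tween-20; 5 min RT. Detection: diaphorase 0.133 mg/mL + resazurin 37 µM, fluorescence ex540/em590 at 0 and 20 min; normalized to enzyme-free and DMSO wells.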
Vif-A3F inh – qHTS for Inhibitors of Vif-A3F Interactions: qHTS; HeLa A3F-eYFP + Vif (tagged APOBEC3F with the HIV-1 protein that degrades it), YFP fluorescence increase; Potency, µM (highest dose often 46.1 µM), inactives show top-dose activity, negative = active; 390,000 compounds, 0.2% hits; further: potency means the concentration at half of the fitted maximal effect; % of control where 0% means no effect; nearly all actives have a fitted effect of over 65% in size
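Fluorescence increase (Ex 488/Em 500-530) after overnight compound treatment at 37 deg C flags inhibition of Vif-driven A3F-eYFP loss in stable HeLa A3F-eYFP/Vif cells seeded overnight beforehand.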
Vif-A3G inh – qHTS for Inhibitors of Vif-A3G Interactions: qHTS | DNA dC->dU-editing enzyme APOBEC-3G (Homo sapiens), Q9HC16 | HeLa A3G-eYFP + Vif (tagged APOBEC3G with the HIV-1 protein that degrades it), YFP fluorescence, overnight | Potency, µM (doses to about 46.1 µM), for inactives: at the highest dose activity, negative = active, most hits filed as inhibitors | 410,000 compounds, 0.076% hits | AID 602310, 2012;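 further: potency means the concentration at half of the fitted maximal effect; on the % scale 0 is the no-effect control and ±100 the full control effect; nearly all actives have a fitted effect of over 60% in size; hits raise eYFP signal because A3G escapes Vif-driven loss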
Target sequence (Q9HC16 whole entry, looked up): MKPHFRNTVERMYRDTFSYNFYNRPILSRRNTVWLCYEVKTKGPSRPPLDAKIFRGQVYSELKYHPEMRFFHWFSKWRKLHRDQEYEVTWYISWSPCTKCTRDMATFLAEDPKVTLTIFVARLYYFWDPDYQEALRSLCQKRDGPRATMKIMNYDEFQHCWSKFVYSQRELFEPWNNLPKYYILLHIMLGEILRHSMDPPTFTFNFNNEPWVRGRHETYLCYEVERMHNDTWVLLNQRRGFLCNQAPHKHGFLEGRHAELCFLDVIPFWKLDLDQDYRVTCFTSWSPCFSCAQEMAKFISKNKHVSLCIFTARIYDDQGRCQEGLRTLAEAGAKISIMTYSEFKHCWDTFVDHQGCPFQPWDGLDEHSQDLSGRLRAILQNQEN
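Read-out is eYFP fluorescence (Ex 488/Em 500-530) from Vif-expressing HeLa A3G-eYFP cells; more signal means A3G escaped Vif-mediated degradation. Cells plated overnight, compound pinned in, incubated overnight at 37 deg C.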
Numbers without * were called inactive; ? = inconclusive; . = not tested or not shown; & = joins results of further samples; [ ] = another dose, or the depositor's remark. Unless noted, the call rests on the fitted dose curve; in most records, active means well fitted curve in the direction sought with a large enough effect; inconclusive means small, poorly fitted or top-dose-only effect, or another doubt; inactive means no such curve, though single readings can be large; an effect the other way counts as inactive or inconclusive. A portion of the library; rates above refer to the full screens.

SMILES	ERG-DNA inh	D2 agonist	D2 antagonist	12-LOX inh	RGS4 inh	GRP78 ERSR act	LDHA inh	Vif-A3F inh	Vif-A3G inh
O=C(O)C1C2CCC(O2)C1C(=O)Nc1ccc(O)cc1 (stereo not drawn)	-3%	.	.	5%	-7%	-2%	0	8%	1%
COc1ccc(C2NCCCC2c2ccccc2)cc1 (stereo not drawn)	10%	.	.	56%[activator]	0%	-5%	-3	-13%	-2%
O=C1NC(c2ccncc2)Nc2ccccc21 (stereo not drawn)	-5%	2.1	-3	0%	18%	-1%	-1	0%	0%
C=CCn1c(SC2CCOC2=O)nc2sc(C)c(C)c2c1=O (stereo not drawn)	1%	-0.9	11	0%	6%	-1%	-1	-9%	-1%
COc1ccc(N=Nc2c(C)[nH][nH]c2=O)cc1	-11%	-1.8	-2	?	19%	9%	-5	0%	-4%
Cc1cc(C(=O)NN=C2CCCCC2)c2ccccc2n1	-20%	0.7	-6	0%	-3%	-3%	-1	-11%	?
C=CCNC(=O)CSc1n[nH]c(-c2cc(Cl)ccc2OC)n1	-7%	-1.5	12	-2%	33%	-2%	-5	?	-4%
COC(=O)C1=C(C)N(CCCC(=O)O)C(=O)NC1c1cccc(Cl)c1Cl (stereo not drawn)	6%	.	.	-17%	-1%	-2%	0	0%	-5%
O=C(c1cc2nc(-c3cccs3)cc(C(F)(F)F)n2n1)N1CCCc2ccccc21	-5%	0.1	31*	0%	5%	-2%	-1	-9%	-1%
Cc1ccc(-c2nc(NC(=O)CSc3ncnc4sc5c(c34)CCC(C)C5)ns2)cc1 (stereo not drawn)	-2%	0.4	.	-14%	-1%	-5%	-6	0%	1%
C/C(=N\Nc1ccccc1Cl)c1ccc(-n2ccnc2)cc1	-14%	-0.3	-11	?	?	-1%	5	-15%	-8%
CCOC(=O)c1[nH]c(C)c(C(=O)N(CC)CC)c1C	-1%	-1.2	-2	29%	-14%	-4%	-8	-6%	1%
Cc1ccc(C(=O)NCCc2nnc3ccc(SCC(=O)Nc4ccccc4F)nn23)cc1	14%	-0.8	-9	396%[activator]	9%	-3%	0	-7%	-5%
CCN(CC)c1nc(N2CCN(CCO)CC2)nc2ccccc12	3%	-0.9	3	-3%	-20%	-2%	-5	-6%	1%
CCOc1ccc(NC(=S)N(Cc2ccc(N(C)C)cc2)Cc2ccco2)cc1	8%	.	.	15%	16%	-1%	-2	-2%	2%
O=C1CC(c2ccccc2)Oc2ccc(Cl)cc21 (stereo not drawn)	0%	.	.	0%	-29%	0%	-10	7%	-6%
CC(C)c1ccc(NC(=O)CCS(=O)(=O)c2cccc3nonc23)cc1	4%&7%	-1.9&-0.2	2	16%&-6%	3%&-7%	0%&-3%	-10&0	9%&0%	1%&-1%
O=C(OCc1nnc(-c2ccccc2)o1)C1CC(=O)N(CCc2ccccc2)C1 (stereo not drawn)	6%	0.4	10	-17%	28%	4%	-5	12%	5%
COc1ccccc1-c1nn2c(C(F)(F)F)nnc2s1	-7%	-0.6	-5	0%	-11%	-4%	0	1%	0%
Nc1nonc1C(=O)NCCNC(=O)c1ccc(Cl)c(Cl)c1	1%	0.0	13	7%	16%	-3%	-5	1%	-2%
O=C(Cn1nnc2ccccc2c1=O)NC1CCCc2ccccc21 (stereo not drawn)	-3%	0.8	-9	4%	6%	12%	-9	-1%	-1%
Cc1ccc(S(=O)(=O)c2c[nH]c3ccc(C)cc3c2=O)cc1	15%	-1.5	-6	-2%	-8%	-4%	-4	-8%	-2%
CC(=O)c1c(C)n(S(=O)(=O)c2ccc(Cl)cc2)c2ccc(NS(=O)(=O)c3ccc(Cl)cc3)cc12	-4%	1.1	.	-9%	-21%	-2%	-7	-2%	-3%
CCOc1ccc(/C=N/Nc2nncc(-c3ccccc3)n2)cc1OC	-14%	0.5	9	3%	-7%	0%	1	-8%	2%
Cc1ccc(NC(=S)NC2CCN(Cc3ccccc3)CC2)cc1	-3%	0.3	84*	-10%	15%	-1%	-7	1%	1%
COc1cccc(CN(C)C(=O)c2cccnc2SC)c1OC	-5%	0.1	-10	-10%	28%	0%	-3	-2%	0%
Cc1ccccc1N(C(=O)c1snc(C(N)=O)c1N)C(C(=O)NC1CCCCC1)c1ccc(O)cc1 (stereo not drawn)	3%	0.8	-16	?	-1%	-3%	-1	6%	0%
COC(=O)C(CC(=O)c1cccc(OC)c1)c1ccc(F)cc1 (stereo not drawn)	-8%	-1.4	6	-5%	-15%	0%	-1	1%	-7%
Cc1ccc(Cn2c(C(C)Nc3nc(C)cs3)nc3cc(Cl)c(Cl)cc32)cc1 (stereo not drawn)	-4%	.	.	?	-46%	1%	1	-15%	-11%
COc1ccc(C2=NCCn3nc4cc(C(F)(F)F)ccc4c32)cc1	-16%	-0.3	2	?	-12%	-1%	-1	1%	-10%
CC(C)(C)c1ccc(C(=O)NC(=S)NCC2CCCO2)cc1 (stereo not drawn)	4%	-0.7	-7	7.9µM*	9%	-2%	-15	-3%	-5%
Cc1ccc(-n2ncc3c(N4CCCCCC4)ncnc32)cc1	1%	0.1	.	-16%	7%	-10%	-4	4%	1%
COc1ccc(N2CCN(C(=O)CNC(=O)c3cccs3)CC2)cc1	-5%	0.4	13	1%	-19%	-4%	-16	2%	0%
CCCCNC(=O)c1onc(CSc2cccc(C)c2)c1C(=O)O	-1%	0.0	-18	?	3%	-3%	0	-4%	-21%
Cc1c(N)ccc(-n2nc3ccccc3n2)c1C	5%	.	.	?	-5%	5%	-7	-3%	0%
CCc1nnc(SCC(=O)Nc2ccc(Cl)cc2F)c2cc3occc3n12	-1%	-0.2	.	-22%	-16%	-5%	4	0%	0%
NC(=O)c1ccc(Nc2nnc(-c3ccc(O)cc3)c3ccccc23)cc1	2%	2.9	18	0%	?	-1%	-10	-7%	-21%
C/C(=N\NC(=O)c1ccn(C)n1)c1cccc(NC(=O)c2ccc(C)s2)c1	-4%	-0.2	-1	-10%	15%	0%	-2	-7%	-12%
CCOC(=O)c1c(N)sc(C(=O)OC)c1C	-11%	-0.2	-1	-21%	-25%	4%	-6	-3%	1%
O=C(Nc1cccc([N+](=O)[O-])c1)Nc1ccc2c(c1)OCCO2	-3%	3.0	-20	-2%	-8%	6%	-1	2%	-1%
O=C(CN(Cc1ccco1)C(=O)c1ccc(F)cc1F)Nc1ccccc1C(F)(F)F	-2%	-0.7	10	27%	-13%	-5%	0	5%	-2%
Nc1c2c(=O)[nH]c(O)cc2nn1-c1ccccc1	0%	.	.	3%	-13%	-4%	35	-7%	-2%
Cc1ccsc1/C=C1/SC(=O)N(CC(=O)N2CCOCC2)C1=O	-13%	-0.8	-2	-29%	1%	5%	-4	-7%	1%
COc1ccc(CNC(=O)CCCN2C(=O)NC3(CCCC3)C2=O)cc1	4%	0.4	3	199%[activator]	3%	-3%	-1	3%	7%
O=C(CCNC(=O)c1ccccc1Cl)NCC1CCCO1 (stereo not drawn)	6%	0.0	-4	23%	-1%	-6%	-8	-5%	0%
CCN1C(=O)c2ccccc2S(=O)(=O)c2ccc(C(=O)N3CCOCC3)cc21	-6%	0.7	-8	5%	8%	-5%	-8	-4%	-3%
Cc1coc2c(C)c3oc(=O)c(CCC(=O)N(C)CC(=O)O)c(C)c3cc12	2%	-0.9	-25	0%	-8%	-4%	-4	-12%	0%
CN1CCN(NC(=O)CN2C(=O)/C(=C/c3c(Cl)cccc3Cl)SC2=S)CC1	27%	.	.	-16%	?	-3%	3	-13%	1%
CC(C)C(=O)Nc1cc(C(F)(F)F)ccc1N1CCOCC1	.	1.1	-9	13%	-11%	-3%	-7	-11%	-5%
COC(=O)CCC(=O)Nc1ccc(S(=O)(=O)Nc2cc(OC)nc(OC)n2)cc1	8%	-0.1	7	-1%	4%	-2%	-1	6%	2%
CC(C)(C)c1ccc(C(=O)NCCc2ccccc2)cc1	9%	-1.3	-4	-3%	-27%	-7%	-2	4%	-1%
COC(=O)/C(=C\Nc1ccc(Cl)c2ccccc12)c1ncc(C(F)(F)F)cc1Cl	2%	-0.7	-5	.	?	-3%	6	1%	0%
COc1ccc(NC(=O)c2ccc3nc[nH]c3c2)cc1	15%	0.4	-10	155%[activator]	19%	2%	1	11%	-9%

Fetched one by one from the list above:
SMILES	ERG-DNA inh	D2 agonist	D2 antagonist	12-LOX inh	RGS4 inh	GRP78 ERSR act	LDHA inh	Vif-A3F inh	Vif-A3G inh
COc1ccc(NC(=O)c2ccc3nc[nH]c3c2)cc1	15%	0.4	-10	155%[activator]	19%	2%	1	11%	-9%
NC(=O)c1ccc(Nc2nnc(-c3ccc(O)cc3)c3ccccc23)cc1	2%	2.9	18	0%	?	-1%	-10	-7%	-21%
